# Assay outcomes: PubChem BioAssay, National Center for Advancing Translational Sciences (NCATS)
# ERK EGF block – inhibitors of EGF-stimulated ERK signaling pathway; 130,000 compounds, 0.41% hits; HEK293-V1b, EGF-stimulated phospho-ERK AlphaScreen; Potency, µM (titrated, usually from 11.5 µM), for inactives: at the highest dose activity change, negative = inhibition, usual class: inhibitors; active means well fitted inhibition curve with a large enough effect; inconclusive means small, poorly fitted or top-dose-only effect, or effect the other way;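 further: plate controls were stimulated vehicle wells for no effect and unstimulated vehicle basal for full effect; nearly all actives have a fitted effect of over 55% in size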
#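 Homogeneous cell-based phospho-ERK assay: HEK293/V1b cells in 1% FBS, compound 30 min then EGF 5 min, AlphaScreen luminescence. Activity normalized between DMSO and 25 nM EGF controls; AC50 from Hill modelling.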
# The depositor's hits bear a star; ? = inconclusive; & = joins results of further samples; [ ] = another dose, or the depositor's remark. Potency means the concentration at half of the fitted maximal effect. The list is partial; the hit share may differ from the screen's.
canonical_smiles,ERK EGF block
CCCn1ncc(CN2CCN(CCc3ccccc3)C(CCO)C2)c1C (stereo not given),-16%[57.5 µM]
COc1ccc(CCNC(=O)C2CC(=O)N(CCc3ccccc3)C2)cc1OC (stereo not given),10%
O=C(Nc1cc(Sc2nc3ccccc3s2)cc([N+](=O)[O-])c1)c1cccc(F)c1F,3%
OC1CCC(NC(=S)Nc2ccc(SC(F)F)cc2)CC1 (stereo not given),-18%
CCOc1ccc(NC(=S)N2CCN(C/C=C/c3ccccc3)CC2)cc1,15%
CC1CCc2nc(N)c(C#N)c(-c3cccnc3)c2C1 (stereo not given),6%
CNc1cc([N+](=O)[O-])ccc1N/C=C/C(=O)c1ccc2c(c1)OCO2,6%
CN(NC(=O)c1c(Cl)cccc1Cl)c1cccc(Cl)n1,3%
c1ccc(OCCN2CCN(Cc3nc(-c4ccc5c(c4)OCO5)no3)CC2)cc1,4%
CC1=C(C(=O)N2CCOCC2)C(c2c(F)cccc2F)NC(=O)N1 (stereo not given),-10%
O=Cc1ccccc1Oc1nc(N2CCOCC2)nc(N2CCOCC2)n1,2%
CCCCN=CC1=C(O)CC(c2ccccc2)CC1=O (stereo not given),0%
[O-]C1=N/[N+](=C/c2ccccc2)CC1,?
Cc1ccc(S(=O)(=O)CC(=O)Nc2ccc(S(=O)(=O)Nc3ccccn3)cc2)cc1,-21%
Cc1cc[n+](CC2OCc3ccccc3CO2)cc1,-10%
CC(C)(C)c1cc(N)n2nc(C(C)(C)C)cc2n1,-7%
Cc1ccc(-n2c(C)cc(/C=N/NC(N)=S)c2C)cc1,0%
Cc1cccc(C)c1NC(=O)c1ccc([N+](=O)[O-])s1,-11%
Cc1ccc(OCc2nc(-c3cccs3)no2)c([N+](=O)[O-])c1,0%
COc1cccc([C@@H]2Oc3ccc(OC)cc3C(=O)[C@H]2OC(=O)NCc2ccco2)c1,-4%

# Going on with the list.
canonical_smiles,ERK EGF block
N#Cc1cc2nc(O)c(O)nc2cc1[N+](=O)[O-],21%&4%
Cc1cccc(C)c1NC(=O)C1(NC(=O)Cn2cccc([N+](=O)[O-])c2=O)CCCCC1,0%
CCOc1ccc(S(=O)(=O)N/N=C(\C)c2ccc(OC)cc2OC)cc1,0%
Cc1ccc(S(=O)(=O)OCCc2ccccc2)cc1,-12%
CCCn1c(SCC(=O)N2CCCCC2)nnc1C(C)C,-13%
Cc1ccc(SCCC(=O)NCc2ccncc2)cc1,-3%
Cc1cc(C)cc(N(C(C)C(=O)NCc2ccc3c(c2)OCO3)S(C)(=O)=O)c1 (stereo not given),-17%
Cc1ccc(-n2c(-c3ccncc3)n[nH]c2=S)c(C)c1,-3%
CN(Cc1cnc2nc(N)nc(N)c2n1)c1ccc(C(=O)N[C@@H](CCC(=O)O)C(=O)O)cc1,12%&6%
CCOC(=O)Cc1nc(-c2cccc(C(F)(F)F)c2)no1,-10%
Cn1c(N)c(C(=O)COC(=O)c2cc(C(F)(F)F)nc3c(C(F)(F)F)cccc23)c(=O)n(C)c1=O,3%
O=C(NCCCn1ccnc1)/C(=C/c1cccs1)NC(=O)c1ccco1,-9%
O=S(=O)(c1ccc(Cl)cc1)N1CCN(C(=S)Nc2ccccc2F)CC1,12%
Cc1ccccc1N=C(N)Nc1ccccc1C,-9%
O=C(Cc1cccs1)NCCN1CCOCC1,-3%
CCOc1ccccc1NC(=O)N1CCCC(c2nc(-c3ccc(C)o3)no2)C1 (stereo not given),-4%
CN(C)C=NC(=O)c1cc(C(=O)c2ccccc2)c[nH]1,-4%
CCCSc1nnc(NC(=O)Nc2ccc(C)cc2)s1,5%[57.5 µM]
COc1ccc(CCC(=O)Nc2ccc(Cl)c(S(=O)(=O)N3CCCC3)c2)cc1,-10%[57.5 µM]
O=C(O)c1ncn(Cc2ccc(Br)cc2)c1C(=O)O,-1%

# The final 3 compounds of the part above come first, to join the parts.
canonical_smiles,ERK EGF block
CCCSc1nnc(NC(=O)Nc2ccc(C)cc2)s1,5%[57.5 µM]
COc1ccc(CCC(=O)Nc2ccc(Cl)c(S(=O)(=O)N3CCCC3)c2)cc1,-10%[57.5 µM]
O=C(O)c1ncn(Cc2ccc(Br)cc2)c1C(=O)O,-1%
O=C(Cc1ccc([N+](=O)[O-])cc1)Nc1cccc(C(F)(F)F)c1,8%
Cc1ccc(COc2ccc(/C=N/O)cc2)cc1,12%
CC(=O)Nc1sc(N/N=C\c2ccco2)nc1-c1cccs1,2%
O=[N+]([O-])c1ccc(/C=N/NS(=O)(=O)c2ccc(Cl)cc2)o1,0%
Cc1ccc(NC(=O)CCC(=O)OCC(=O)c2ccc(Oc3ccc([N+](=O)[O-])cc3)cc2)cc1,0%
O=C(CCn1ccnc1)Nc1ccc2ccccc2c1,3%
O=C(NCCCCO)c1ccc2c3c(cccc13)CC2,-13%
FC(F)(F)c1ccnc(Oc2ccc(C3=NCCS3)cc2)c1,-1%[57.5 µM]
O=C(CN1C(=O)CSc2ccc(C(F)(F)F)cc21)Nc1ccccc1,1%[57.5 µM]
OC(COCc1ccccc1)CN1CCc2ccccc2C1 (stereo not given),0%
Cc1cccc(N(C(=O)CCC(=O)Nc2nccs2)C(C(=O)NC(C)(C)C)c2ccc(O)cc2)c1 (stereo not given),-4%
COC(=O)CSc1[nH]c2ccc(F)cc2c1[N+](=O)[O-],-10%[57.5 µM]
Cc1cc(C)c(-c2cc(NC(=O)COC(=O)c3ccc(C#N)cc3)n(-c3ccccc3)n2)cc1C,9%
Cc1cccc(NC(=O)CN2C(=O)S/C(=C\C(=O)Nc3ccc(Cl)cc3)C2=O)c1,-5%
C/C=C(\C)C(=O)N1CC2(CC(c3cccc(NC(=O)CC(c4ccccc4)c4ccccc4)c3)=NO2)C[C@H]1C(N)=O (stereo not given in full),-6%[57.5 µM]
CCN=C1S/C(=C\c2cc(Br)ccc2OCC(=O)OCC)C(=O)N1CC,1%
O=C(O)/C(=C\C(=O)c1ccccc1)Nc1ccccc1,1%[57.5 µM]
O=C(N/C(=C\c1cccnc1)C(=O)N1CCOCC1)c1ccco1,-10%
O=C(Nc1ccccc1F)C1(c2ccccc2)CC1(Cl)Cl (stereo not given),0%
N#Cc1cccc(C#N)c1Oc1ccc(N)cc1,9%[57.5 µM]

# Five structures already listed, sorted by length of the SMILES, rising.
canonical_smiles,ERK EGF block
Cc1ccc(COc2ccc(/C=N/O)cc2)cc1,12%
O=C(NCCCCO)c1ccc2c3c(cccc13)CC2,-13%
O=C(O)/C(=C\C(=O)c1ccccc1)Nc1ccccc1,1%[57.5 µM]
CC(=O)Nc1sc(N/N=C\c2ccco2)nc1-c1cccs1,2%
O=C(N/C(=C\c1cccnc1)C(=O)N1CCOCC1)c1ccco1,-10%

# The listing continues:
canonical_smiles,ERK EGF block
CCNc1ccc(C(=O)OCC(=O)NCc2ccc(C)cc2)cc1[N+](=O)[O-],-9%
N#Cc1cc[n+](CC(=O)c2ccc(NC(=O)c3ccccc3)cc2)cc1,0%[57.5 µM]
CCN1CCN(CCCNC(=O)C2c3ccccc3C(=O)N(c3ccc(OC)cc3)C2c2ccc(OC)cc2)CC1 (stereo not given),1%
CCCCCC(=O)CC[C@@H]1[C@@H](C/C=C\CCCC(=O)O)[C@@H](O)C[C@H]1O,6%
COc1ccc(-c2nnc(NC(=O)c3ccccc3C)o2)cc1,-9%[57.5 µM]
COc1ccc2c(c1)c1ncn(CC3CCCO3)c(=O)c1n2C (stereo not given),8%[57.5 µM]
Cc1cccc(NC(=O)CN2C(=O)S/C(=C\c3cccn3-c3cccc(C(=O)O)c3)C2=O)c1,2%
CSc1ccccc1C(=O)N1CCCCC1,6%
O=C(NNc1nc2c(F)cccc2s1)c1ccccc1,-4%
CN(C)S(=O)(=O)c1cccc(NC(=O)c2ccc(Sc3nncn3C)c([N+](=O)[O-])c2)c1,-6%[57.5 µM]
S=C(NCc1ccccc1)Nc1ccc2cn[nH]c2c1,-19%[57.5 µM]
Cc1cccc(NC(=S)N2CCN(c3ccccc3)CC2)c1,3%
O=C(O)CC(NNC(=O)c1ccccc1)C(=O)Nc1ccc([N+](=O)[O-])cc1 (stereo not given),6%[57.5 µM]
Cc1cc(OCC(=O)C(C)(C)C)c2c(C)c(C)c(=O)oc2c1,-27%[57.5 µM]
COCCNC(=O)C1(C)C=CC2(CCCCC2)N1C(=O)c1ccccc1 (stereo not given),-7%&-2%
Cc1cccc(C2c3[nH]c4ccccc4c3CCN2C(=O)c2cc(CC(C)C)[nH]c(=O)n2)n1 (stereo not given),4%
O=C(NC1CCN(Cc2ccccc2)CC1)c1cccc(S(=O)(=O)Nc2cc(C(F)(F)F)ccc2Cl)c1,5%
CCOC(=O)C1C(C)=C(Nc2ccc(OC)cc2)C(=O)N1c1ccc(OC)cc1 (stereo not given),13%
CC(O)c1nc2ccccc2n1CC(=O)Nc1ccc(F)cc1Cl (stereo not given),-4%
Cc1cccnc1NC(=O)C1COc2ccccc2O1 (stereo not given),11%

# An excerpt of these results, field by field:
> O=C(O)c1ncn(Cc2ccc(Br)cc2)c1C(=O)O
  ERK EGF block: -1%
> CN(C)C=NC(=O)c1cc(C(=O)c2ccccc2)c[nH]1
  ERK EGF block: -4%

# (more compounds)
canonical_smiles,ERK EGF block
Cc1cccc(NC(=O)CSc2nnc(Cc3ccccc3)o2)c1,6%
Cc1occc1C(=O)N/N=C/C(Br)=C/c1ccccc1,-1%
COc1cc(C(=O)NC(=S)N(CCc2ccccc2)CCc2ccccc2)cc(OC)c1OC,-2%
CN1N=C2c3ccccc3CCC2C1c1ccc(C(F)(F)F)cc1 (stereo not given),-17%[57.5 µM]
CC(=O)c1c(C)[nH]c(C2=NNC(=NC(C)(C)C)SC2)c1C,-6%
COc1ccc(/C=C/C(=O)O)cc1S(=O)(=O)NCc1ccco1,1%[57.5 µM]
O=C(/C=C/c1cccc(Cl)c1)OCc1cn2cc(Cl)ccc2n1,2%
CC[C@@]1(O)C(=O)OCc2c1cc1n(c2=O)Cc2cc3c(CN(C)C)c(O)ccc3nc2-1,2%
COC(=O)c1sccc1NC(=O)COc1ccc(Cl)cc1Cl,7%
O=C(Nc1cccc(O)c1)C(Cc1ccccc1)N1C(=O)c2cccc3cccc(c23)C1=O (stereo not given),-3%
Cc1c(C(=O)N2CCN(Cc3ccc4c(c3)OCO4)CC2)cccc1[N+](=O)[O-],-1%
CCOc1ccc(C(=O)NCC(=O)OCC(=O)c2ccc3c(c2)-c2ccccc2C3)cc1,12%
Cc1nnsc1Sc1ccccc1,-1%
CCC(C)(C)NC(=O)/C=C/c1cccs1,-1%
COc1ccc(C(=O)NCCc2nnc3ccc(SCC(=O)Nc4cc(C)on4)nn23)cc1,3%
Cc1cc(NC(=O)c2c(-c3c(Cl)cccc3Cl)noc2C)n(C)n1,-6%[57.5 µM]
Cc1ccc(NC(=O)Nc2nnc(CSCCOc3ccc(Cl)cc3)s2)cc1,14%
CCCSc1ccc(-c2nn(-c3ccccc3)cc2/C=C(/C#N)C(=O)NCCCOC)cc1,3%
CN(CCC#N)C(=S)NC(=O)c1ccc(S(=O)(=O)N2CCOCC2)cc1,2%
COc1cc(/C=C(/NC(=O)c2ccccc2)C(=O)N2CCN(C)CC2)c([N+](=O)[O-])cc1OC,4%

# Additional structures follow:
canonical_smiles,ERK EGF block
NNC(=O)c1ccc(CN2C(=O)c3cccc4cccc2c34)cc1,3%
Cc1ccc2[nH]c3c(=O)n(CCc4cnc[nH]4)cnc3c2c1,-11%[57.5 µM]
Cc1ccc(C)c(N2CCN(CCCNC(=O)Cn3cccc3C(=O)c3ccccc3)CC2)c1,-6%[57.5 µM]
OCCC#Cc1ccc(CN2CCN(Cc3ccccc3)C(CCO)C2)cc1 (stereo not given),-7%
CCc1nc(Nc2ccc(OC)c(OC)c2)c2nnn(Cc3ccccc3Cl)c2n1,-5%
CC(=O)Nc1ccc(S(=O)(=O)N=S(C)(C)=O)cc1,4%
CCC(C)NC(=O)COC(=O)c1csc2c1CCCC2 (stereo not given),7%
O=C(CCCC(=O)N/N=C/c1ccccc1C(=O)O)N/N=C/c1ccccc1C(=O)O,-2%[57.5 µM]
COCCCNC(=O)COC(=O)c1ccc(-c2nc3ccccc3s2)s1,6%
CCC(C)c1ccc(NC(=S)NCCn2cc(Cl)cn2)cc1 (stereo not given),-14%
CCCN1CCN(C(=O)c2ccccc2-c2nc3ccccc3s2)CC1,-1%
C=CCNS(=O)(=O)c1ccc(N2C(=O)c3ccccc3C2=O)cc1,0%
O=C(O)COCC(=O)Nc1ccc(-n2nc(C(F)(F)F)cc2-c2cccs2)cc1,9%[57.5 µM]
CCOC(=O)C1=C(CC)Nc2ccccc2N/C1=N\S(=O)(=O)c1cc(Br)ccc1Br,1%
COc1ccc(-c2nn(-c3ccccc3)cc2/C=N/Nc2ccccn2)cc1OC,-2%
NC(=O)C1(N2CCCCC2)CCN(S(=O)(=O)c2cc(Cl)sc2Cl)CC1,-1%[57.5 µM]
COC(=O)c1c(-c2ccc(F)cc2)csc1NC(=O)C1CCCO1 (stereo not given),-11%
